# Screens: PubChem BioAssay, several laboratories
# STAT1 act = STAT1 signaling activation; AID 932; NIH 3T3 STAT1-luciferase reporter, IFN-gamma, luminescence; 100% = IFN-gamma alone, no compound; hit rate 2.6% among 200,000; activation (% of control), % at 5.5 µM;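 active = activation above the screen-wide mean activation plus 3 SD, cut at about 130% in these data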;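 note: raw ratio to IFN-gamma control signal so 100% means no change and 0% no light; values of inactives mirror those of a sister screen read the other way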
# Diaph inh CS = inhibits diaphorase or chemically oxidizes, flagging diaphorase assay artifacts. diaphorase resazurin-to-resorufin fluorescence, NADH, 16 min; bacterial (C. kluyveri) enzyme, not human. inhibition, % at 20 µM. hit rate 0.69% among 190,000;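 active = primary screen inhibition at 20 µM above a set limit, cut at about 50% in these data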;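 note: plate controls were DMSO with full reaction for no effect and wells lacking NADH for full effect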
#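 Benchmarks: positive control wells lacking NADH, neutral wells with DMSO only. System: bacterial diaphorase enzyme (C. kluyveri). Input: 0.14 U/mL diaphorase, enzyme working solution. Detection: resorufin fluorescence, excitation 544 nm, emission 590 nm. Times: 16-min room-temperature incubation before reading.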
# STAT1 inh = reduces IFN-gamma driven STAT1 reporter signal; hit rate 0.35% among 200,000; inhibition, % at 5.5 µM; NIH 3T3 STAT1-luciferase reporter, luminescence; AID 920;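 active = inhibition above a set limit, the mean inhibition across all tested compounds plus 3 SD, cut at about 34% in these data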;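 note: 0% = IFN-gamma with DMSO and 100% = IFN-gamma with 300 µM nifuroxazide; values of inactives mirror those of a sister screen read the other way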
# G6PDH counter = L. mesenteroides G6PDH inhibition counter-screen; hit rate 0.12% among 200,000; Purified L. mesenteroides G6PDH, diaphorase/resazurin coupled fluorescence, 45 min; inhibition, % at 5 µM; AID 1020; in the data active = inhibition above about 50%
# STAT3 activator = increases IL-6 driven STAT3 reporter signal; activation (% of control), % at 5.6 µM; U3A cells, IL-6 STAT3-luciferase reporter, luminescence; 100% = signal with IL-6 EC80 alone; AID 871; hit rate 0.91% among 190,000;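 active = activation above the screen-wide mean of compound activation plus 3 SD, cut at about 130% in these data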;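 note: 0% = background luminescence of wells with medium and substrate only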
#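 Material: STAT3-luciferase reporter U3A cells. Controls: IL-6-treated wells, 100% activation. Read-out: % activation versus median of IL-6-stimulated wells. Probe or stimulus: IL-6 stimulus at 33 ng/mL final. Timing: compound 1 h, then IL-6 6 h at 37 °C. Signal: reporter luminescence signal.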
# APP 5UTR inh = APP translation inhibition. inhibition, % at 2 µM. SH-SY5Y APP 5'UTR-luciferase reporter, luminescence. hit rate 0.82% among 190,000;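 active = inhibition above a set limit, derived from the sample mean plus 3 SD, cut at about 45% in these data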; note: values of inactives mirror those of a sister screen read the other way
# STAT3 inh = STAT3 signaling inhibition. hit rate 0.89% among 190,000. inhibition, % at 5.5 µM. U3A cells, IL-6 STAT3-luciferase reporter, luminescence; host cell line lacks STAT1. AID 862;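 active = inhibition above the mean inhibition across all screened compounds plus 3 SD, cut at about 44% in these data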;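 note: 0% = DMSO only wells and 100% = 100 µM nifuroxazide control wells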
# Hsp70 act = transcriptional activators of Hsp70 | hit rate 0.04% among 200,000 | HeLa Hsp70 promoter luciferase reporter, luminescence; scaled: vehicle 0, proteasome-inhibitor control 100% | AID 1203 | activation, % at 10 µM;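 active = activation above the mean across all tested compounds plus 3 SD, cutoff set per campaign, cut at about 5.5% in these data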;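 note: 100% = MG132 at 30 µM as the positive control and 0% = DMSO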
# TLR4 MyD88 comp = inhibitors of human TLR4-MyD88 binding; O00206+Q99836; HeLa CL3-4 TLR4/MyD88 BLA complementation, FRET ratio; inhibition, % at 8.4 µM; hit rate 0.18% among 200,000; AID 861; in the data active = inhibition above about 25%;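 note: 0% = vehicle and 100% = reference inhibitor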
# Target sequence (O00206 whole entry, looked up): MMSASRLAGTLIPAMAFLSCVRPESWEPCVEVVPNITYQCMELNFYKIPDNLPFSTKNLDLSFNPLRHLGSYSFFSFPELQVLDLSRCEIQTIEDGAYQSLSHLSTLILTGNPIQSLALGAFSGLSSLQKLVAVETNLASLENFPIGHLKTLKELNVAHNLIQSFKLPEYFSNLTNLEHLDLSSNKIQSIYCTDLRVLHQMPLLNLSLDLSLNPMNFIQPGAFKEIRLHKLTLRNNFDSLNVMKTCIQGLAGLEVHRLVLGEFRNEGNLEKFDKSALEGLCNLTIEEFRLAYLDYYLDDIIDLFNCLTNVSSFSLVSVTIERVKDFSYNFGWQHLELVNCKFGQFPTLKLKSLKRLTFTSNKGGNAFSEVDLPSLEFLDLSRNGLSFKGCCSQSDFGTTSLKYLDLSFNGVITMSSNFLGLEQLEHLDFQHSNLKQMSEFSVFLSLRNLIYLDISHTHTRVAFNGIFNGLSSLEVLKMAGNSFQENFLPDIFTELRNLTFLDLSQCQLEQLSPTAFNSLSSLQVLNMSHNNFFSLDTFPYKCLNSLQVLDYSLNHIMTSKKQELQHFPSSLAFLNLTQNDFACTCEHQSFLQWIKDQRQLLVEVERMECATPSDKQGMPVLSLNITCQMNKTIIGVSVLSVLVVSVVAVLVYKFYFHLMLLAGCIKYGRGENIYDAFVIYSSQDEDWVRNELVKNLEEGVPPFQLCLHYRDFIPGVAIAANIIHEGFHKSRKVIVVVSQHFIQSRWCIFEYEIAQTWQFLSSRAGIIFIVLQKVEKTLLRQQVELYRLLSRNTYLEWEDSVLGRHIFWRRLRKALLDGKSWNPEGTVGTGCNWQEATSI
# Target sequence (Q99836 whole entry, looked up): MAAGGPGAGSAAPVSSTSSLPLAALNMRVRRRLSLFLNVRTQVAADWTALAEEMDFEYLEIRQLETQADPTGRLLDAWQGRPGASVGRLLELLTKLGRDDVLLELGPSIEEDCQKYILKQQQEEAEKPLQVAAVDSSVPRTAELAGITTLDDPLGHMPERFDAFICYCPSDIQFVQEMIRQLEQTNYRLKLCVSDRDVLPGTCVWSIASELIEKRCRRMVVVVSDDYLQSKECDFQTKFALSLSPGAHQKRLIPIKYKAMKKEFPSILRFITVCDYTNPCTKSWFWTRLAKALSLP
# Diaph act CS = counter-screen for diaphorase-based assays: diaphorase activators and chemical reducers; Diaphorase/resazurin coupled assay, resorufin fluorescence, 16 min; active compounds read high; 1 = vehicle wells, 0 = NADH-free wells; activation factor at 20 µM; hit rate 0.005% among 190,000; AID 1229;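 active = diaphorase activity raised at least twofold by the compound at 20 µM; inactive = activation factor below 2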
#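 Material: Purified diaphorase enzyme from Clostridium kluyveri | Buffer or medium: 50 mM HEPES pH 7.4 with 4.542 mM MgCl2, 0.005% Tween 20 | Times: 16 min enzyme reaction, ambient temperature | Signal: Red resorufin fluorescence at 544/590 nm excitation/emission | Measure: Increased resorufin signal from activators or reducing compounds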
# * hit, by the source's call; · = not tested or not shown. Random draw from the library; overall some 6.1% were active at least once.
SMILES,STAT1 act,Diaph inh CS,STAT1 inh,G6PDH counter,STAT3 activator,APP 5UTR inh,STAT3 inh,Hsp70 act,TLR4 MyD88 comp,Diaph act CS
COc1ccc(NC(=O)N2CCCC(c3nc(-c4ccc(C(C)C)cc4)no3)C2)cc1 (centres undefined),122.5,27.4,-24.8,-7.0,101.0,-99.5,8.8,-0.6,-9.8,0.7
O=C(C1CCN(C2CCN(Cc3ccc4c(c3)CCO4)CC2)CC1)N1CCCC1,105.1,2.4,-7.7,1.9,99.2,0.9,4.4,-0.2,12.0,1
CCOC(=O)c1ccc(-c2c(C(=O)OCC)oc3cc(O)c(CC)cc3c2=O)o1,97.6,3.2,2.6,8.3,79.9,-13.9,26.3,-0.2,1.2,1
O=C(c1ccc(CN2CCOCC2)cc1)N1CCN(Cc2ccccc2)CC1,97.0,-1.7,3.3,3.1,97.1,-2.1,8.5,0.0,-1.0,1
O=C(NCCc1ccccc1)c1ccc(Cl)c([N+](=O)[O-])c1,114.9,-10.7,-16.3,2.2,106.1,-37.2,-7.2,-0.3,3.9,1.1
O=C1c2cccc(OCC(=O)N3CCCc4ccccc43)c2CCN1Cc1cccnc1,80.9,5.7,19.6,-0.6,81.3,-18.5,28.8,-0.4,3.9,0.9
COc1ccc(C(=O)c2sc3nc(-c4ccccc4)ccc3c2N)cc1OC,99.4,12.6,0.6,6.3,87.4,-4.1,20.5,-0.4,36.3*,0.9
CCCCC(=O)Nc1ccc(N2CCCC2)cc1,97.5,·,2.8,·,92.4,-1.5,14.2,-0.1,11.9,·
O=C(CSC1=Nc2ccccc2C2=NC(CC(=O)NCc3ccco3)C(=O)N12)NCC1CCCO1 (centres undefined),94.0,13.5,6.6,5.7,103.1,-12.2,-2.9,-0.3,-8.8,0.9
O=C(NNc1ccccc1[N+](=O)[O-])Nc1ccccc1,95.7,22.5,4.7,0.3,105.8,-24.0,-3.3,-0.1,3.0,0.8
CCCc1nnc(NC(=O)c2ccncc2)s1,103.9,8.9,-4.2,-6.6,104.5,-4.1,0.8,0.1,2.9,0.9
CCc1ccc(/C(C)=N/Nc2cc(Cl)nc(C)n2)cc1,104.5,15.7,-5.0,1.2,96.7,-10.1,13.9,-0.2,5.0,0.8
Cc1ccc(CSC2=Nc3ccccc3C3=NC(CCC(=O)NCc4ccco4)C(=O)N23)cc1 (centres undefined),102.6,25.8,-2.9,5.3,103.3,-35.5,-3.2,0.5,-15.8,0.7
COc1cccc(NC(=S)N(CCN(C)C)C(C)c2ccco2)c1 (centres undefined),98.8,3.9,1.4,12.1,97.6,-2.6,0.4,0.0,3.0,1
Cc1ccc(/C(O)=C/C(=O)C(=O)NNC(=O)C(O)(c2ccccc2)c2ccccc2)cc1,102.8,-4.6,-3.4,11.4,107.4,-9.9,-5.5,-0.3,-3.8,1
N#Cc1ccccc1CN1C(=O)NC(Cc2c[nH]c3ccccc23)C1=O (centres undefined),98.6,10.5,-0.3,7.5,109.4,-10.1,-7.3,-0.1,4.1,0.9
O=C1O/C(=C/c2ccccc2)c2ccccc21,102.5,2.4,-2.9,2.1,94.2,15.5,7.1,-0.3,2.4,1
S=c1[nH]nc(C2CCCCC2)n1Cc1ccccc1,95.7,25.0,3.1,10.1,102.0,14.1,2.2,-0.2,-0.6,0.8
O=C(NC(=S)Nc1ccccn1)c1ccco1,132.0*,12.2,-35.8,-0.8,94.1,-99.6,9.6,0.3,-8.5,0.9
O=c1oc2c(CN3CCOCC3)c(O)ccc2c2c1CCCC2,94.2,20.6,5.1,13.9,95.4,24.7,11.6,-0.2,-25.1,0.8
CS(=O)(=O)CCC(C(=O)OCC(=O)c1ccc(Cl)cc1)N1C(=O)c2ccccc2C1=O (centres undefined),99.0,7.2,1.1,-4.0,104.4,-6.5,-6.7,-0.3,-6.0,0.9
Cn1c(=O)c2c(ncn2CC(=O)Nc2nc(-c3ccccc3Cl)cs2)n(C)c1=O,93.7,25.9,5.6,7.1,92.3,-10.5,15.2,-0.2,-0.8,0.7
O=C(NCc1ccccc1Cl)C1CC(=O)N(Cc2ccccc2)C1 (centres undefined),109.1,2.6,-11.3,-0.2,103.9,-18.9,3.5,0.2,-4.5,1
CC(C)C(OC(=O)c1nsc(Cl)c1Cl)C(=O)NC(C)(C)C (centres undefined),102.6,15.8,-5.0,0.6,104.6,-17.0,1.2,-0.3,8.6,0.8
Nc1cc(=O)[nH]c(SCC(=O)N2CCCc3ccccc32)n1,102.9,10.1,-3.2,4.4,98.6,12.2,4.8,-0.1,-16.7,0.9

# Random excerpt: 2 entries already listed, in no set order.
SMILES,STAT1 act,Diaph inh CS,STAT1 inh,G6PDH counter,STAT3 activator,APP 5UTR inh,STAT3 inh,Hsp70 act,TLR4 MyD88 comp,Diaph act CS
COc1ccc(C(=O)c2sc3nc(-c4ccccc4)ccc3c2N)cc1OC,99.4,12.6,0.6,6.3,87.4,-4.1,20.5,-0.4,36.3*,0.9
O=C(CSC1=Nc2ccccc2C2=NC(CC(=O)NCc3ccco3)C(=O)N12)NCC1CCCO1 (centres undefined),94.0,13.5,6.6,5.7,103.1,-12.2,-2.9,-0.3,-8.8,0.9

# (next part)
SMILES,STAT1 act,Diaph inh CS,STAT1 inh,G6PDH counter,STAT3 activator,APP 5UTR inh,STAT3 inh,Hsp70 act,TLR4 MyD88 comp,Diaph act CS
Cc1cc(-c2ccccc2)nc(Oc2ccc(C(C)(C)C)cc2)c1S(C)(=O)=O,104.4,17.4,-4.8,-5.4,107.0,-1.9,-3.7,-0.4,1.2,0.8
CCOC(=O)c1c(NC(=O)c2cccnc2)sc(C)c1C,95.2,27.2,5.3,9.0,88.5,20.4,17.3,-0.3,-5.4,0.7
CCN1CCN(C(CNS(=O)(=O)c2ccc(OC)cc2)c2cccnc2)CC1 (centres undefined),96.2,7.0,5.0,-23.0,105.0,5.3,-5.9,-0.2,5.2,0.9
OCCN1C[C@H](O)[C@@H](O)[C@H](O)[C@H]1CO,·,4.5,·,6.6,·,·,·,0.1,·,1
Cc1cc(O)ccc1Nc1nc(-c2sc(N)nc2C)cs1,88.7,12.5,12.3,11.6,80.9,0.8,25.3,0.5,-3.9,0.9
O=C(O)CC(Cc1ccc(Cl)cc1)C(=O)Nc1ccc([N+](=O)[O-])cc1 (centres undefined),104.6,-0.6,-5.0,7.0,100.7,-12.1,4.0,-0.1,-10.4,1
CCOP(=O)(OCC)c1nc(/C=C/c2ccccc2)oc1NCc1ccccc1,90.2,54.1*,10.9,6.1,94.1,14.4,9.0,0.1,-13.6,0.5
CC(=O)N1CCc2cc(S(=O)(=O)NC3CCCc4ccccc43)ccc21 (centres undefined),82.7,15.4,19.0,4.2,62.1,-0.6,47.6*,-0.3,6.5,0.8
CC(C)NC(=S)NC(=O)c1ccc(Cl)cc1Cl,107.9,8.4,-8.6,9.0,102.2,-8.7,-4.1,-0.3,5.6,0.9
CC(C)N(CC#CCC1(O)c2ccccc2-c2ccccc21)CCO,107.4,59.8*,-8.1,16.6,105.0,-2.8,-0.7,0.4,-8.4,0.4
COc1ccc(-c2cc(C(F)(F)F)nc(SCC(=O)NCc3ccco3)n2)cc1OC,99.0,6.8,1.1,7.8,105.8,13.9,-4.3,-0.1,0.2,0.9
CCOC(=O)c1c(C)nc2c(C)cccn12,98.5,8.9,-2.7,5.9,90.4,10.5,11.5,0.6,-7.4,0.9
Cc1cc(C(=O)NC2CCCCC2)c2cc(F)ccc2n1,95.8,-0.2,2.1,-0.1,105.1,-4.8,-4.9,-0.6,1.7,1
CN(C)C=NC(=O)c1cc(C(=O)c2ccc(C(C)(C)C)cc2)c[nH]1,140.9*,-13.9,-45.6,9.0,99.2,-171.1,12.4,-0.1,3.1,1.1
O=C(C1CC1)N1CCc2cc(Br)cc(S(=O)(=O)NCCN3CCOCC3)c21,89.8,7.4,9.4,17.2,104.3,-14.6,-0.7,-0.3,-1.4,0.9
CC(C)(C)NC(=O)NC(=O)COC(=O)c1cccc(F)c1,101.8,13.2,-1.9,0.9,98.2,13.6,5.7,0.3,4.5,0.9
Cc1cc(C)nc(Nc2n[nH]c(-c3ccc(C(C)(C)C)cc3)n2)n1,114.6,-6.0,-17.9,8.5,64.2,-55.6,46.9*,-0.4,-1.6,1.1
Cc1sc2nc(CN3CCOCC3)nc(NS(=O)(=O)c3ccccc3)c2c1C,95.9,-9.5,4.4,-2.2,95.9,-5.0,9.2,-0.2,-5.0,1.1
COc1ccccc1-c1nnc(NC(=O)CSc2nncn2C)s1,89.9,8.3,11.1,-10.1,74.9,-9.7,35.6,0.0,0.4,0.9
CCn1ncc(C2=NOC(C(=O)Nc3cccnc3)C2)c1C (centres undefined),108.4,11.8,-7.5,13.2,97.4,-11.3,7.5,-0.2,-7.4,0.9
Cc1ccc(CS(=O)(=O)CCC(=O)NCCCOC(C)C)cc1,96.7,13.9,3.6,8.8,105.2,2.7,-2.4,-0.4,-1.2,0.9
COc1ccc(C(c2oc(CO)cc(=O)c2O)c2oc(CO)cc(=O)c2O)cc1OC,99.6,16.4,-1.8,6.3,101.6,-14.2,3.9,0.1,-19.9,0.8
CCCCN1C(=S)NC[C@@H]1Cc1ccccc1,102.6,10.0,-1.2,8.1,·,-10.9,·,-0.2,-18.8,0.9
O=C(c1ccccc1)C1CN(Cc2ccccc2)CCC1(O)c1ccccc1 (centres undefined),87.7,22.0,12.0,10.0,95.0,-5.8,11.1,0.5,-6.2,0.8
CCC1(C)Cc2c(sc3[nH]c(=S)n(Cc4ccccc4)c(=O)c23)CO1 (centres undefined),96.6,20.9,3.7,1.5,95.0,-14.6,6.2,0.2,-13.5,0.8
CCOC(=O)C1CCCN(C(=O)c2cccs2)C1 (centres undefined),106.8,-8.3,-7.3,19.4,99.0,13.4,4.9,-0.1,8.8,1.1
CC1CCCC(NC(=O)COC(=O)c2ccccc2NC(=O)c2ccco2)C1C (centres undefined),92.9,20.3,7.7,3.7,111.3,-3.1,-5.1,0.2,11.9,0.8
Cc1cc(C(=O)N/N=C/c2ccc(-c3ccccc3Cl)o2)n[nH]1,113.0,0.6,-14.6,-6.1,90.8,-6.8,13.1,-0.2,-4.0,1

# Part of the list above, reduced to STAT1 act, Diaph inh CS and STAT3 inh.
mol,STAT1 act,Diaph inh CS,STAT3 inh
COc1ccc(-c2cc(C(F)(F)F)nc(SCC(=O)NCc3ccco3)n2)cc1OC,99.0,6.8,-4.3
CCOC(=O)c1c(C)nc2c(C)cccn12,98.5,8.9,11.5
Cc1cc(C(=O)NC2CCCCC2)c2cc(F)ccc2n1,95.8,-0.2,-4.9
CN(C)C=NC(=O)c1cc(C(=O)c2ccc(C(C)(C)C)cc2)c[nH]1,140.9*,-13.9,12.4
O=C(C1CC1)N1CCc2cc(Br)cc(S(=O)(=O)NCCN3CCOCC3)c21,89.8,7.4,-0.7
